IL-2 act – IL-2 activation. IL-2 activation reporter assay, cell-based qHTS; stimulated with anti-CD3/CD4/CD28 beads; in transgenic mouse T cells. activation, % (series mostly up to about 46 µM). 360,000 tested, 0.065% active; in the data active means activation above about 50%; inconclusive means mostly about 30% to 49%; further: 0% is about no effect
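Quantitative HTS in unstimulated transgenic mouse T cells, with memory T cells as non-tolerant control and PMA/ionomycin as tolerance-bypass control. Compound pretreatment lasted 60 minutes before 18 h bead stimulation; EGFP/DsRed fluorescence read.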
WRN helicase inh – WRN helicase (human) inhibition; WRN helicase unwinding, fluorescent forked duplex, kinetic; 360,000 tested, 0.46% active; AID 651768; Potency, µM (highest dose often 114 µM), for the others: top-dose activity change, negative = inhibition, actives largely listed as inhibitors; Q14191; further: potency means the concentration at half of the fitted maximal effect; on the % scale 0 is the no-effect control and ±100 the full control effect; nearly all actives have a fitted effect of over 55% in size
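WRN at 20 nM final preincubated with compound 15 min at room temperature; reaction started with 100 nM fluorophore/quencher forked duplex oligonucleotide and 2 mM ATP final. Unwinding followed kinetically by red fluorescence (ex 525, em 598 nm).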
PLK1 PBD inh – blocks phosphopeptide binding to human PLK1 polo-box domain; Potency, µM, inactives show max response, negative = inhibition, actives largely listed as inhibitors; 360,000 tested, 2.8% active; AID 720504; P53350; Plk1 PBD binding of FITC phosphopeptide, fluorescence polarization; further: potency means the concentration at half of the fitted maximal effect; series mostly up to about 57 µM; on the % scale 0 is the no-effect control and ±100 the full control effect; nearly all actives have a fitted effect of over 65% in size
FUS yeast rescue – rescues growth of FUS-expressing yeast. 390,000 tested, 0.24% active. AID 1347120. S. cerevisiae FUS-expressing, growth rescue, OD600, 24 h. Potency, µM (highest dose often 76.6 µM), inactives show at the top dose growth rescue (activation), hits mostly activators;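 further: potency means the concentration at half of the fitted maximal effect; plate controls were DMSO vehicle for no effect and reference control for full effect; nearly all actives have a fitted effect of over 55% in size; some results filed as inactive show a strong effect at the top dose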
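S. cerevisiae expressing FUS from galactose induction served as the toxicity model. Growth after 24hr at 30C, read as absorbance at 600 nm, indicates suppression of toxicity; compounds dosed at several concentrations.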
Abeta rescue – restores growth of yeast expressing A-beta42 peptide; yeast expressing A-beta42, growth rescue, OD600, 48 h; response scale: 0% DMSO, 100% iron-clioquinol control; Potency, µM (titrated, usually from 46.1 µM), for inactives: top-dose growth rescue, hits mostly activators; 410,000 tested, 0.063% active; AID 1347071; further: potency means the concentration at half of the fitted maximal effect; nearly all actives have a fitted effect of over 55% in size
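Yeast A-beta toxicity model in growth medium with pinned compounds, 48 h at 30 C; growth read as absorbance at 600 nm. Normalized to FeCl3/clioquinol equimolar mix (positive) and DMSO (negative).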
EPAC1 antagonist – antagonists of human EPAC1 | 360,000 tested, 0.14% active | EPAC1 GEF assay, Rap1b-BODIPY-GDP exchange fluorescence | Potency, µM (top dose mostly 115 µM), without a hit: top-dose activity change, negative = inhibition, hits mostly inhibitors | O95398;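 further: potency means the concentration at half of the fitted maximal effect; plate controls were vehicle for no effect and positive control for full effect; nearly all actives have a fitted effect of over 50% in size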
aSyn yeast inh – rescues yeast growth from alpha-synuclein toxicity; Yeast expressing alpha-synuclein, growth rescue, BacTiter-Glo, 24 h; AID 652106; Potency, µM (top dose mostly 46.1 µM), inactives show at the top dose growth rescue (activation), usual class: activators; 370,000 tested, 0.14% active; further: potency means the concentration at half of the fitted maximal effect; % of control where 0% means no effect; nearly all actives have a fitted effect of over 65% in size
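Screening used galactose-induced yeast with toxic alpha-synuclein levels, exposed to compound for 24 hr at 30 deg C. Cell growth, read with BacTiter-Glo luminescence, gave the measured signal.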
PI5P4K alpha inh – blocks human PI5P4K alpha kinase activity; P48426; PI5P4Kalpha enzyme, ADP-Glo luminescence, 60 min; hits give low values; max response, %; 330,000 tested, 1.2% active; AID 652105; active means max response of -50% or lower; inconclusive means between -30% and -50%; inactive means -30% or higher; further: value at the top dose of about 77 µM; on the % scale 0 is the no-effect control and ±100 the full control effect
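ADP-Glo luminescence end-point read after a 60 min room-temperature kinase reaction of PI5P4Kalpha plus substrate, initiated with ATP at 5 microM final. Buffer: 0.038 M HEPES pH 7.4, EGTA, 0.1% CHAPS, 5% DMSO.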
EPAC1 agonist – activates human EPAC1 exchange factor | O95398 | EPAC1 agonist qHTS, biochemical assay; response scale: 100% = response to 6.5 mM cAMP | Potency, µM (highest dose often 154 µM), inactives show top-dose activation, actives largely listed as activators | 360,000 tested, 0.073% active; further: potency means the concentration at half of the fitted maximal effect; nearly all actives have a fitted effect of over 60% in size
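Compounds were pinned as a concentration titration into mixtures of EPAC1 (100 nM), BODIPY-GDP-loaded Rap1B (250 nM) and GDP (50 uM). After 5 min at room temperature, fluorescence was followed for 30 min; activity was scaled to 6.5 mM cAMP.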
Starred values were filed as active, the others as inactive; ? = inconclusive; . = no result given; & = joins results of further samples; [ ] = dose if it differs, or a comment. Unless noted, the call rests on the fitted dose curve; in most records, active means well fitted curve in the direction sought with a large enough effect; inconclusive means small, poorly fitted or top-dose-only effect, or another doubt; inactive means no such curve, though single readings can be large; an effect the other way counts as inactive or inconclusive. Compounds as they come. About 4.1% of those tested had a hit in this group.

SMILES	IL-2 act	WRN helicase inh	PLK1 PBD inh	FUS yeast rescue	Abeta rescue	EPAC1 antagonist	aSyn yeast inh	PI5P4K alpha inh	EPAC1 agonist
CCc1csc(CCNC(=O)C2CCC(=O)N(CCc3cccc(F)c3)C2)n1 (stereo unspecified)	0.3	-14%	-6%	10%	5%	-5%	-1%	2	-3%
O=C(c1ccco1)N1CCN(C(=O)c2cc(-c3ccccc3)nc3ccccc23)CC1	-0.2	-2%	-16%	83%	0%	3%	-2%	-2	1%
COC(=O)C1CCN(Cc2c(C(=O)N3C[C@@H](C)O[C@@H](C)C3)nc3ccc(Cl)cn23)CC1	0.6	-4%[57.1 µM]	-21%	7%	9%	-14%	-1%	0	-3%
Cc1ccc2nc(NC(=O)C3CC3C)sc2c1 (stereo unspecified)	-0.4	-28%	-2%	3%	11%	0%	0%	-1	-8%
O=C(CC12CC3CC(CC(C3)C1)C2)NCC(=O)N1CCc2ccccc2C1	-0.1	-11%	-6%	-12%	19%	-2%	7%	2	2%
Cc1ccc(NC2CCCN(C(=O)c3cc4ncccn4n3)C2)cc1C (stereo unspecified)	-5.0	0%	-8%	-5%	11%	5%	-8%	6	11%
Cc1cccc(C)c1NC(=O)C(c1ccc(C(F)(F)F)cc1)n1c(=O)c(-c2ccccc2)nc2ccccc21 (stereo unspecified)	-0.8	6%	1%	2%	2%	-6%	-1%	-1	-15%
O=C(Nc1ccccc1)OCc1cc(-c2ccc(Cl)cc2)on1	-2.6	6%	-3%	.	10%	9%	0%	1	-3%
O=P(CCC(F)(F)F)(CCC(F)(F)F)CCC(F)(F)F	3.4	-12%[57.1 µM]	-4%	12%	-10%	12%	-1%	4	-4%
O=C(NCc1ccncc1)Nc1ccccc1	-3.3	6%	-4%	-16%	-10%	-6%	-1%	3	-5%
CC1(C)CC(=O)C2=C(C1)Oc1nc3ccccc3cc1C2C(C#N)C#N (stereo unspecified)	2.4	-12%	-20%	8%	-37%[inhibitor]	-20%	1%	14	-8%
Cn1cnnc1Sc1ccc(S(C)(=O)=O)cc1[N+](=O)[O-]	0.0	-1%	-8%	9%	-7%	-2%	-8%	1	-5%
CCOc1ccc(N=C2NC(=O)S/C2=C\c2ccc(OC)cc2)cc1	-1.4	-16%[57.1 µM]	-9%	1%	-2%	0%	1%	.	7%
Cc1cc(C)cc(NS(=O)(=O)c2ccc3[nH]c(=O)[nH]c3c2)c1	0.6	-2%	0%	15%	-2%	-10%	8%	.	0%
Cc1nc2ccccc2n1C1CC(=O)N(Cc2ccccc2)C1=O (stereo unspecified)	-2.6	-1%	1%	-6%	7%	5%	.	0	4%
CCCCN(C)C(=O)c1ccc(S(=O)(=O)N2CCOCC2)cc1	0.6	-17%	-11%	-9%	-8%	-20%	-2%	-8	-1%
Cc1cc(NC(=O)c2ccc(Br)c(S(=O)(=O)N3CCCC3)c2)no1	0.2	3%	-6%	-1%	23%	-3%	0%	-3	5%
O=C(Nc1ccc(F)cc1)c1cn(-c2ccccc2)nc1-c1ccncc1	0.3	1%	-2%	46%	9%	-3%	-1%	1	14%
Cc1cc(=O)[nH]c(/N=C(\N)Nc2ccc(Oc3ccccc3)cc2)n1	-3.7	-3%	3%	12%	0%	-19%	2%	1	2%
COc1ccc(S(=O)(=O)Nc2ccc3c(c2)C(=O)N([C@H](C)CO)C[C@H](C)[C@@H](CN(C)S(=O)(=O)c2cccs2)O3)cc1	-0.1	-2%	-8%	?	3%	-2%	8%	-4	7%
COc1ccc(/C=C/C(=O)NC(=S)N2CCN(C)CC2)cc1	3.6	1%	-17%	9%	-12%	-8%	-1%	-2	-1%
COc1ccc(N2CCN(C(=O)c3nn(C)c4c3CS(=O)(=O)c3ccccc3-4)CC2)cc1	-0.4	-3%	-6%	9%&9%	1%&3%	3%	0%	-2	2%
Cc1ccsc1/C=N/NC(=O)C1C(=O)NCC1c1ccccc1 (stereo unspecified)	-0.2	-1%	-1%	-2%	11%	0%	9%	1	3%
COc1cccc(Oc2coc3c(CN4CCOCC4)c(O)ccc3c2=O)c1	-0.5	6%	-3%	13%	9%	-12%	2%	5	2%
c1ccc(N2CCN(CCc3nnc4n3CCCCC4)CC2)cc1	-0.1	-5%	-2%	-12%	16%	-3%	-4%	.	6%
O=C(NCCC1CCCCN1S(=O)(=O)c1ccc(F)cc1)C(=O)NCC1CCCO1 (stereo unspecified)	0.1	-1%	-5%	12%	13%	2%	-3%	-3	16%
O=C(OCc1cccc([N+](=O)[O-])c1)c1cccnc1Cl	-0.5	-7%	-10%	?	-4%	-22%	-1%	-11	5%
O=C1NC(c2ccccc2)C(C(=O)c2cccs2)C(O)(C(F)(F)F)N1 (stereo unspecified)	0.2	7%	-6%	-7%	8%	19%	-3%	1	13%
Cn1cc(CCC(=O)NCc2cccc(Cl)c2)c2ccccc21	0.3	-1%	14%	15%	-5%	5%	8%	-3	4%
CCCC(=O)N1CCN(c2ccc(NC(=O)c3ccc(N4CCCC4)c([N+](=O)[O-])c3)cc2Cl)CC1	-3.6	2%	-9%	3%	-2%	-7%	3%	0	4%
COc1ccc(/C(O)=C2/C(=O)C(=O)N(c3ccccn3)C2c2ccc(F)cc2)cc1 (stereo unspecified)	0.1	0%[57.1 µM]	-5%	15%	-15%	15%	9%	0	-3%
O=C(CSc1ccc2nnc(-c3cccnc3)n2n1)c1ccccc1	-3.8	-15%	-17%	20%	-21%	-19%	-4%	-9	2%
O=C(CCc1ccccc1)Nc1cccnc1Cl	-0.2	1%	1%	5%	7%	-9%	-3%	-2	-5%
CC(Sc1nnc(-c2ccncc2)n1C)C(=O)NCC1CCCO1 (stereo unspecified)	0.3	-18%	-15%	6%	-2%	-9%	0%	-3	-6%
COCc1ccc(CN2CCc3c([nH]c4ccccc34)C2C(C)(C)C)o1 (stereo unspecified)	-4.9	-11%	-10%	2%	0%	-12%	0%	6	-9%
CCCCCCCN1C2=NCCCN2c2ccccc21	-1.1	13%	-3%	11%	1%	13%	-4%	0	2%
CCOc1ncccc1C(=O)OCc1ccc([N+](=O)[O-])cc1	-0.5	1%	-14%	-2%	-11%	11%	-2%	-5	6%
CN(C)c1ccc(CNCCC(Cc2ccccc2)c2ccco2)cc1 (stereo unspecified)	-6.2	1%	0%	17%	4%	5%	0%	-1	-6%
CCOC(=O)CSc1nc(C(C)(C)C)cc(C(F)(F)F)c1C#N	-0.8	4%	-1%	-21%	0%	8%	-2%	0	-12%
CCOC(=O)/C(C#N)=C/Nc1ccccc1NS(=O)(=O)c1cccc(C(C)=O)c1	1.8	4%[11.6 µM]	-6%	7%	2%	-6%	3%	-15	2%
Cc1cnc(C(=O)Nc2cc(F)ccc2C)cn1	0.9	-5%	-4%	30%	-10%	-10%	-1%	-1	3%
O=C(c1[nH]c(C(F)(F)F)nc1-c1ccccc1)N1CCc2c([nH]c3ccccc23)C1	0.2	-16%	-7%	23%	-10%	13%	0%	0	3%
C=CCn1c(COc2ccc(Cl)cc2)nnc1SCC(=O)NCC(=O)OCC	0.6	5%	-5%	31%	7%	0%	5%	.	0%
O=C1NCCOC(=O)[C@H](Cc2ccc(F)cc2)C/C=C\C[C@@H]1CC(=O)N(CCO)Cc1ccccc1	0.1	7%	5%	15%	9%	8%	-1%	-2	-15%
O=C1CC(c2ccco2)CC2=C1C(c1ccccc1)n1nc(C(F)(F)F)nc1N2 (stereo unspecified)	2.8	-29%	-4%	-43%	16%[9.22 µM]	-7%	-2%&3%	-15	6%
Cc1ccccc1OCCn1cc(/C=C(\C#N)C(=O)NCc2ccco2)c2ccccc21	0.5	-9%	-2%	.	3%	-7%	1%	-6	7%
COC(=O)c1ccc(OC)c(CSc2nnc(COc3cccc(C)c3)o2)c1	-2.0	-11%	2%	37%	16%	-25%	4%	.	9%
O=C(COc1ccccc1)Nc1ccc(-c2ccc(N3CCOCC3)nn2)cc1	0.3	-28%	-7%	38%	-5%	-15%	-4%	-14	-1%
Cc1cc(=O)n2c(n1)NC(Nc1cccc(C)c1C)=NC2c1ccccc1 (stereo unspecified)	0.7	5%	4%	-22%	8%	1%	-1%	3	13%
Cn1c(=O)c2c(nc(SCCNS(=O)(=O)c3ccccc3)n2C)n(C)c1=O	0.6	-4%	-1%	3%	-2%	-2%	0%	.	3%
CCC(=O)Nc1ccc(Oc2ccc(NC(=O)CC)c(NC(=O)CC)c2)cc1	-0.4	0%	-7%	-12%	14%	-2%	-5%	8	-3%
CC1(C(=O)NCc2cccc3ccccc23)CCN1C(=O)C1(c2ccccc2)CCCC1 (stereo unspecified)	0.4	3%[57.1 µM]	0%	?	4%	-1%	?	20	3%
COc1cc(Br)cc(CN2CCN(C=O)CC2)c1O	-1.6	2%	-6%	36%	-3%	17%	-24%	.	5%
O=C(NC1CCSc2ccccc21)c1ccccc1F (stereo unspecified)	-1.7	-3%	-7%	-14%	2%	-6%	0%	-2	-5%
CN(c1ccccc1)C1CCCCC1NS(=O)(=O)c1ccc(Cl)cc1 (stereo unspecified)	-1.4	-2%	2%	17%	-56%[inhibitor]	-19%	10%	-1	-1%

Four of the entries above in order of the EPAC1 antagonist value, high to low:
SMILES	EPAC1 antagonist
COc1cc(Br)cc(CN2CCN(C=O)CC2)c1O	17%
Cc1cc(=O)n2c(n1)NC(Nc1cccc(C)c1C)=NC2c1ccccc1 (stereo unspecified)	1%
CCC(=O)Nc1ccc(Oc2ccc(NC(=O)CC)c(NC(=O)CC)c2)cc1	-2%
CN(c1ccccc1)C1CCCCC1NS(=O)(=O)c1ccc(Cl)cc1 (stereo unspecified)	-19%

From PubChem BioAssay
